High-throughput results from PubChem.
LDHA inh – qHTS assay for inhibitors of human lactate dehydrogenase; purified LDHA, NADH/diaphorase-resazurin fluorescence; active compounds read low; activity change, % (values are at about 110 or 230 µM); 480,000 compounds, 0.15% hits; in the data active = activity change below about -30%; inconclusive = mostly about -25% to -30%;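 note: plate controls were DMSO wells for no effect and wells without enzyme for full effect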
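Human LDH5 (2 nM) was incubated with 0.06 mM NADH and 0.2 mM pyruvate for 5 min at room temperature in Tris pH 7.4. Remaining NADH was coupled through diaphorase/resazurin, and resorufin fluorescence was read at 0 and 20 min.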
Pol kappa inh – qHTS for Inhibitors of Polymerase Kappa. Potency, µM (top dose mostly 107 µM), without a hit: top-dose activity, negative = inhibition, most hits filed as inhibitors. AID 588579, 2011. DNA polymerase kappa (Homo sapiens), Q9UBT6. purified Pol kappa, fluorescent DNA synthesis assay, 10 min. 400,000 compounds, 0.53% hits; note: potency is the fitted concentration of half-maximal effect; % is set by controls: 0 for no effect and ±100 for the full control effect
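Kinetic fluorescence readout at 0 and 10 min followed reaction start with substrate at 50 nM final. Beforehand, enzyme (10 nM Pol kappa) stood 15 min with compound at room temperature; buffer-only wells were negative controls.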
RGS4 inh – Inhibitors of Regulator of G Protein Signaling (RGS) 4: qHTS; Potency, µM (highest dose often 114 µM), for the others: at the top dose activity change, negative = inhibition, usual class: inhibitors; Transcreener GDP fluorescence polarization, RGS4-accelerated GTP hydrolysis; AID 504845, 2011; Regulator of G-protein signaling 4 (Homo sapiens), P49798; 390,000 compounds, 0.039% hits; note: potency is the fitted concentration of half-maximal effect; % is set by controls: 0 for no effect and ±100 for the full control effect; nearly all actives have a fitted effect of over 75% in size; some results filed as inactive show a strong effect at the top dose
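MLSMR compounds (23 nl, pin-transferred) preincubated 10 min at room temperature with a 500nM (2x) first reagent, then RGS4 at 900nM (2x) plus Transcreener GDP mix added; fluorescence polarization (620/688 nm) read before and after 90 min at 30 °C.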
Apoferritin bind – qHTS Assay for Identification of Novel General Anesthetics | Ferritin light chain (Equus caballus), P02791 | apoferritin/1-aminoanthracene competitive binding, fluorescence | Potency, µM (doses to about 77.5 µM), for inactives: top-dose activity change, negative = displacement, usual class: inhibitors | 350,000 compounds, 0.074% hits | AID 485281, 2010; note: potency is the fitted concentration of half-maximal effect; % is set by controls: 0 for no effect and ±100 for the full control effect; nearly all actives have a fitted effect of over 20% in size
Target sequence (P02791 2-175 limits assumed): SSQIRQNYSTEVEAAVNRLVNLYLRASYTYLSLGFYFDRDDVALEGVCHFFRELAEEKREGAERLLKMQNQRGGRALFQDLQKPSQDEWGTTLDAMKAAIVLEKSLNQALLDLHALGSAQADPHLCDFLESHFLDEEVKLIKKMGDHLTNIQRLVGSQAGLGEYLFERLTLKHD
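Apoferritin-based anesthetic binding model; compound displacement of fluorescent 1-AMA measured as endpoint fluorescence after 10 minutes at room temperature, scaled to free-ligand and complex controls.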
Pol eta inh – qHTS for Inhibitors of Polymerase Eta; DNA polymerase eta (Homo sapiens), Q9Y253; recombinant Pol eta, fluorescent DNA replication assay; Potency, µM (series often up to 114 µM), inactives show top-dose activity change, negative = inhibition, most hits filed as inhibitors; 390,000 compounds, 1.2% hits; note: potency is the fitted concentration of half-maximal effect; % is set by controls: 0 for no effect and ±100 for the full control effect
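Pol eta (10 nM) was preincubated with compounds for 15 min at room temperature, after which fluorescent replication substrate (50 nM final) was added to start the reaction. Fluorescence was read kinetically at 0 and 10 min.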
12-LOX inh – Primary qHTS assay for inhibitors of human arachidonate 12S-lipoxygenase (ALOX12): Round 2. Polyunsaturated fatty acid lipoxygenase ALOX12 (Homo sapiens), P18054. purified 12hLO, xylenol orange hydroperoxide absorbance. Potency, µM (titrated, usually from 108 µM), without a hit: top-dose activity change, negative = inhibition, actives largely listed as inhibitors. 580,000 compounds, 1.1% hits; note: potency is the fitted concentration of half-maximal effect; % is set by controls: 0 for no effect and ±100 for the full control effect
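Hydroperoxide product was detected by ferrous iron/xylenol orange as the 573 to 405 nm absorbance ratio. Arachidonic acid at 40 uM (final) was turned over for 30 min at room temperature by 150 nM human 12hLO, pH 7.0 Hepes buffer, after 15 min compound preincubation.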
APEX1 inh – qHTS Assay for Inhibitors of the Human Apurinic/apyrimidinic Endonuclease 1 (APE1); DNA repair nuclease/redox regulator APEX1 (Homo sapiens), P27695; recombinant APE1, TAMRA/BHQ-2 abasic DNA cleavage fluorescence; 350,000 compounds, 0.35% hits; Potency, µM (series often up to 65.8 µM), for the others: at the highest dose activity change, negative = inhibition, hits mostly inhibitors;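 note: potency is the fitted concentration of half-maximal effect; plate controls were vehicle for no effect and reference inhibitor for full effect; nearly all actives have a fitted effect of over 55% in size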
Target sequence (P27695 whole entry, looked up): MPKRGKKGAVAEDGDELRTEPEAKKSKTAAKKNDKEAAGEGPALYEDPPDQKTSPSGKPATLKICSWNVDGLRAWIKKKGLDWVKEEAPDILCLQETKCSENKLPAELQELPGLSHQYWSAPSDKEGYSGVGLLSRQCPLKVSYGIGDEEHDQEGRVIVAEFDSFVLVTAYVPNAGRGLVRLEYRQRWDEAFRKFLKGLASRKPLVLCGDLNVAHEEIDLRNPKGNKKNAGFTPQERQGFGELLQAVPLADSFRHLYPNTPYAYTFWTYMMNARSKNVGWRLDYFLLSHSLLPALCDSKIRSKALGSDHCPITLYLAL
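Enzyme (0.75 nM final) and test compound are incubated 15 min at room temperature before adding 50 nM quenched THF abasic-site duplex. Cleavage dequenches TAMRA, followed at 525/598 nm over three reads one minute apart.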
ERG-DNA inh – qHTS for Small Molecule Inhibitors of the ERG Ets/DNA interaction; Transcriptional regulator ERG (Homo sapiens), P11308; fluorescence polarization, His-ERG Ets domain / labelled DNA; Potency, µM (highest dose often 76.9 µM), without a hit: top-dose FP activity, negative = inhibition, actives largely listed as inhibitors; 370,000 compounds, 0.028% hits; AID 624246, 2012; active = well fitted inhibition curve with a large enough effect in the polarisation, with a control signal flat; inconclusive = small, poorly fitted or top-dose-only effect, or effect the other way, or a change in a side signal; inactive = no such curve, though single readings can be large or run the other way; the % refers to the polarisation;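 note: polarization taken with two DNA probes labelled with fluorescein and Texas red; potency is the fitted concentration of half-maximal effect; % of control where 0% means no effect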
Target sequence (P11308 whole entry, looked up, the tested form may be a part): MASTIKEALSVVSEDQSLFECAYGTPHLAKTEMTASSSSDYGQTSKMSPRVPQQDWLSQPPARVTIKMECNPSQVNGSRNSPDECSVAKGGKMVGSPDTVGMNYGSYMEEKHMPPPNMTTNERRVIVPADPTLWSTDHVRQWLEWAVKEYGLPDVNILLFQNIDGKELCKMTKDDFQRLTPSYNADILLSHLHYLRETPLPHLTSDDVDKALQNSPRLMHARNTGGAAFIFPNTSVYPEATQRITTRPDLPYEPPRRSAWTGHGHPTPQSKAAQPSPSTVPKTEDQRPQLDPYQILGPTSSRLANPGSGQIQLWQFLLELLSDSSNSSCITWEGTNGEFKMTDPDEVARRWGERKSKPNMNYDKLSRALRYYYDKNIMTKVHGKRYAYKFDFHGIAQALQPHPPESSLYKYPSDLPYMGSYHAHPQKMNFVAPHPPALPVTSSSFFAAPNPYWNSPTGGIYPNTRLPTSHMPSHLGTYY
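His-tagged ERG Ets domain (1 uM in the protein solution; 300mM KCl, 50mM Tris-HCl, 1mM EDTA, 1mM DTT, pH 7.5) received compound, then a probe mix of 5 nM fluorescein-DNA and 100nM Texas-615-DNA. Fluorescence polarization was read for both dyes.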
POLB inh – qHTS Assay for Inhibitors of DNA Polymerase Beta | P06746 | Pol beta primer extension/strand displacement, fluorescence kinetic | Potency, µM (highest dose often 114 µM), without a hit: at the top dose activity change, negative = inhibition, usual class: inhibitors | 340,000 compounds, 1.3% hits; note: potency is the fitted concentration of half-maximal effect; % is set by controls: 0 for no effect and ±100 for the full control effect
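Values derive from four-parameter Hill fits of normalized kinetic data: reads at 0 and 10 min following addition of 50 nM substrate to 10 nM Pol beta preincubated 15 min with compound.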
Starred values were filed as active, the others as inactive; i = inactive; ? = inconclusive; . = not tested or not shown; & = joins results of further samples; [ ] = dose if it differs, or a comment. Unless noted, calls come from the whole dose curve; as a rule, active = well fitted curve in the direction sought with a large enough effect; inconclusive = small, poorly fitted or top-dose-only effect, or another doubt; inactive = no such curve, though single readings can be large; an effect the other way counts as inactive or inconclusive. Some of the compounds tested; rates above refer to the full screens.

cpd	canonical_smiles	LDHA inh	Pol kappa inh	RGS4 inh	Apoferritin bind	Pol eta inh	12-LOX inh	APEX1 inh	ERG-DNA inh	POLB inh
1	Cc1nc(-c2ccc(F)cc2)sc1CCNC(=O)c1ccc(C(C)(C)C)cc1	5.0	-9.6%[60.1 µM]	1.4%	67.4%[activator]	-7.8%	?	.	2.9%	-18.0%
2	O=C(CCS(=O)(=O)c1cc2c(cc1Cl)NC(=O)CO2)NCc1ccccc1	-0.1&1.5	13.9%&6.7%	-66.0%[56.9 µM]	-7.6%&17.5%	-10.8%&-5.2%	7.2%&-12.9%	36.3%	-3.4%&0.4%	-29.9%&-6.8%
3	COc1ccc(OC)c(C2Nc3ccccc3NC3=C2C(=O)CC(C)(C)C3)c1 (centres undefined)	0.4	-13.6%	-0.1%	51.3%[activator]	-21.3%	-12.8%	9.9%	-1.6%	15.9%
4	CCCNC(=O)NC(=O)CSc1ncc(C(F)(F)F)cc1Cl	1.0	2.3%	-15.0%	-4.3%	5.6%	23.7%	-1.3%	1.9%	-1.1%
5	CC(=O)c1cccc(OCc2cc(C(=O)N3C[C@H]4CC[C@H]3C4)no2)c1	-4.6	3.8%	20.8%	?	-6.3%	3.1%	25.0%	-9.7%	-25.7%
6	O=C(COc1ccccc1)NCC(=O)N/N=C/c1ccc(Cl)cc1	-4.8	5.1%	23.6%	?	11.5%	i	54.7%[activator]	18.6%	6.4%
7	CC1(C)Cc2ccccc2C(/C(=N\Nc2cccc(Cl)c2)C(N)=O)=N1	5.5	-11.8%	-22.2%	-20.1%	?	?	1.3%	-6.3%	21.4%
8	CCNc1ccc(S(=O)(=O)NCCN(C)C)cc1[N+](=O)[O-]	-5.8	8.7%	21.3%	5.5%	3.9%	1.2%	0.6%	-1.6%	-1.2%
9	Fc1ccccc1NC(=S)N(CCN1CCCCC1)Cc1ccco1	-7.2	-10.2%	-2.7%	-18.1%	-17.7%	?	-57.7%	-3.0%	3.2%
10	CCCCOC(=O)Nc1ccc(S(=O)(=O)Nc2onc(C)c2C)cc1	-1.9	-2.6%	14.7%	-1.7%	?	3.6%	51.4%[activator]	-6.0%	0.4%
11	CC(C(=O)OCC(=O)N1CCN(c2ccccc2)CC1)N1C(=O)c2ccccc2C1=O (centres undefined)	-1.5	-8.0%	8.8%	.	-0.6%	1.8%	-7.2%	3.5%	.
12	C[C@H](NC(=O)[C@@H]1CSC2c3ccccc3C(=O)N21)C(=O)NCc1c(F)cccc1Cl (some centres undefined)	1.1	10.4%	-7.6%	-16.7%	-11.2%	1.9%	-10.3%	9.5%	7.3%
13	O=C1C(=NO)CCc2ccccc21	38.6	-22.9%	?	.	17.8µM*	?	.	.	.
14	CCOC(=O)c1c(C)n(CCOc2ccccc2)c2ccc(O)cc12	1.1	0.6%	-8.8%	-9.6%	-22.8%	?	37.6%	?	1.2%
15	O=C(CSc1nnc(-c2ccncc2)n1-c1ccccc1)Nc1ccc(C(=O)O)cc1	-7.0	-10.2%	-7.2%	3.5%	-2.9%	-0.5%	38.0%[activator]	-5.6%	9.4%
16	Cc1nc2ccc(Cl)cc2nc1C	1.1	-0.1%	19.8%	-5.4%	-1.5%	133.5%[activator]	-0.9%	6.0%	-2.5%
17	CN(CC(=O)Nc1c(Cl)cccc1Cl)C(=O)Cc1ccc(S(=O)(=O)N2CCOCC2)s1	0.0	-1.0%	-0.3%	-5.1%	-4.6%	-3.0%	26.0%	-11.8%	11.8%
18	COc1ccc([C@H](OC)[C@@]2(Cc3ccc(O)cc3)N=C(N)N(C)C2=O)cc1	-1.9	-0.1%	-8.9%	.	-7.4%	-14.1%	15.5%	10.6%	.
19	O=C(COC(=O)CCNS(=O)(=O)c1cccs1)Nc1ccccc1	-3.3	1.9%	23.7%	.	-3.5%	58.0%[activator]	21.5%	6.2%	.
20	Cc1ccc(Cl)cc1N1CCN(C(=O)CCNS(=O)(=O)c2ccc3c(c2)CCN3C(=O)C2CC2)CC1	-6.9	-9.2%[60.1 µM]	-15.9%	58.5%[activator]	0.1%	-6.5%	.	1.3%	-9.5%
21	Cn1c(=O)c2sccc2n2c(CCCC(=O)Nc3ccccc3)nnc12	1.2	1.8%	-44.7%	-1.6%	-18.0%	11.7%	23.3%	8.1%	-23.4%
22	N=c1c2c(-c3ccccc3)c(-c3ccccc3)n(Cc3ccco3)c2ncn1CCCn1ccnc1	-4.1	-12.8%	11.1%	?	-13.8%	2.6%	-0.3%	1.1%	?
23	COc1ccc(CN(C)C(=O)CCN(c2ccccc2)S(=O)(=O)c2ccc(C)cc2)c(OC)c1	0.9	-6.7%	-35.8%	.	-22.1%	13.6%	23.6%	8.3%	.
24	O=C(O)c1ccccc1C(=O)Nc1ccc(S(=O)(=O)Nc2ccc(F)cc2)cc1	-8.9	8.8%	5.8%	-9.6%	-15.2%	?	-5.9%	5.4%	25.6%
25	COc1ccc(Cl)cc1N/C(N)=N/c1nc(CSc2ccc(C)cc2)cc(=O)[nH]1	-15.0	-4.3%	6.6%	-9.8%	-1.7%	12.8%	?	-8.3%	7.9%
26	O=C(COC(=O)c1ccccn1)NC12CC3CC(CC(C3)C1)C2	-9.1	-7.6%	-3.9%	7.94µM*	4.8%	-13.9%	?	-3.8%	-0.5%
27	CN(C)S(=O)(=O)c1cccc(NS(=O)(=O)c2ccc(Cl)s2)c1	-3.7	-2.2%	-35.2%	3.4%	-21.7%	8.9%	0.7%	5.5%	-16.0%
28	C/C(Cc1ccccc1)=N\NC(=O)CCCCCC(=O)N/N=C(\C)Cc1ccccc1	-0.4	5.0%	-13.6%	-9.4%	1.6%	31.5%[activator]	-0.6%	-2.2%	-14.0%
29	O=C(Cn1c(-c2ccccn2)nc2ccccc21)N/N=C/c1ccccn1	0.8	-9.0%[60.1 µM]	12.4%	-8.6%	1.9%	-1.5%	-1.5%	-1.9%	0.7%
30	COCc1cc(NCc2ccc(Cl)cc2)nc(C)n1	-5.8	4.4%	16.8%	-0.1%	-5.9%	-1.0%	30.6%	-4.4%	-11.0%
31	CC(C)(C)c1ccc(C(=O)Nc2onc3c2CCCC3)cc1	3.2	4.4%	15.3%	-19.5%	-22.3%	-29.9%	.	3.4%	27.8%
32	O=C1CCCc2nc3c(cc21)C(O)Oc1c-3ccc2ccccc12 (centres undefined)	-11.5	-3.4%	11.6%	-9.0%	10.3%	6.1%	-1.4%	5.1%	80.1%
33	COc1ccc(N(CC(=O)NC2CCCC2)C(=O)Cn2nnc(-c3ccc(F)cc3)n2)cc1	0.9	-10.9%	18.0%	-15.2%	-5.9%	-25.1%	-4.3%	3.5%	19.0%
34	CC(C)C(NC(=O)c1c(F)cccc1F)C(=O)N1CCN(S(=O)(=O)c2ccc(F)cc2)CC1 (centres undefined)	4.5	1.3%	-5.5%	.	3.8%	-1.2%	6.5%	-13.8%	.
35	N/C(=N\NC(=O)c1sccc1OCc1ccc(Cl)cc1Cl)c1ccccn1	-6.1	5.0%	8.8%	-4.0%	-27.3%	0.2%	6.6%	7.2%	-15.5%
36	C[C@H]1C=C(C(=O)O)O[C@@H](OCc2ccc(CO)cc2)C1	-3.5	-4.6%	2.5%	.	-13.1%	-26.1%	.	-5.4%	.

Reprinted from the part before: two compounds, then new ones.
cpd	canonical_smiles	LDHA inh	Pol kappa inh	RGS4 inh	Apoferritin bind	Pol eta inh	12-LOX inh	APEX1 inh	ERG-DNA inh	POLB inh
35	N/C(=N\NC(=O)c1sccc1OCc1ccc(Cl)cc1Cl)c1ccccn1	-6.1	5.0%	8.8%	-4.0%	-27.3%	0.2%	6.6%	7.2%	-15.5%
36	C[C@H]1C=C(C(=O)O)O[C@@H](OCc2ccc(CO)cc2)C1	-3.5	-4.6%	2.5%	.	-13.1%	-26.1%	.	-5.4%	.
37	COc1ccc(/C=C/C(=O)OCC(=O)N2CCCCCC2)cc1OC	-1.2	-1.8%	-24.3%	.	-11.4%	-1.0%	9.1%	-0.7%	.
38	O=C(Nc1ccc2c(c1)C(=O)N(c1ccccc1)C2=O)c1cccs1	2.5	13.6%	9.5%	-3.1%	-3.5%	-9.8%	-4.0%	12.3%	-7.6%
39	COC(=O)c1ccccc1OC(=O)c1ccc(Br)o1	-3.6	-2.9%	-16.9%	-6.8%	-12.9%	0.0%	0.3%	1.3%	-2.3%
40	CN(CC(=O)Nc1ccccc1Cl)C(=O)Cn1cnc2ccccc2c1=O	-8.4	-3.5%	12.5%	.	-17.9%	-6.2%	11.8%	-1.5%	.
41	COC(=O)c1cc(S(=O)(=O)NCC2CCN(Cc3ccc(Cl)cc3)CC2)c[nH]1	-9.6&5.4	-3.8%	28.6%	-7.6%	-10.1%	?	3.9%	0.7%	13.0%
42	CC(NC(=O)CSc1nc(=O)cc(N)n1-c1ccccc1)c1ccccc1 (centres undefined)	-2.5	-15.4%	4.6%	-11.0%	-11.5%	-9.2%	2.3%	4.7%	37.2%
